# Screens deposited in PubChem by Sanford-Burnham Center for Chemical Genomics.
# NALP3 yeast inh – NALP3 inhibition in yeast. Yeast reconstituted NLRP3/ASC/caspase-1, beta-gal luminescence, 24 h. inhibition, % at 10 µM. 330,000 tested, 0.39% active;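 active means inhibition of 50% or more; inactive means inhibition below 50%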;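 further: plate controls were induced DMSO wells for no effect and uninduced yeast grown without galactose for full effect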
# hIAP block – human IAP inhibition | purified IAP, CDP-Star luminescence, 30 min | AID 2544 | 330,000 tested, 0.12% active | inhibition, % at 10 µM | P09923;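 active means inhibition reaching a set limit with compound at 10 µM in the primary screen, cut at about 35% in these data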;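 further: plate controls were DMSO wells with enzyme for no effect and no-enzyme buffer wells for full effect; values of inactives mirror those of a sister screen read the other way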
# Target sequence (P09923 whole entry, looked up): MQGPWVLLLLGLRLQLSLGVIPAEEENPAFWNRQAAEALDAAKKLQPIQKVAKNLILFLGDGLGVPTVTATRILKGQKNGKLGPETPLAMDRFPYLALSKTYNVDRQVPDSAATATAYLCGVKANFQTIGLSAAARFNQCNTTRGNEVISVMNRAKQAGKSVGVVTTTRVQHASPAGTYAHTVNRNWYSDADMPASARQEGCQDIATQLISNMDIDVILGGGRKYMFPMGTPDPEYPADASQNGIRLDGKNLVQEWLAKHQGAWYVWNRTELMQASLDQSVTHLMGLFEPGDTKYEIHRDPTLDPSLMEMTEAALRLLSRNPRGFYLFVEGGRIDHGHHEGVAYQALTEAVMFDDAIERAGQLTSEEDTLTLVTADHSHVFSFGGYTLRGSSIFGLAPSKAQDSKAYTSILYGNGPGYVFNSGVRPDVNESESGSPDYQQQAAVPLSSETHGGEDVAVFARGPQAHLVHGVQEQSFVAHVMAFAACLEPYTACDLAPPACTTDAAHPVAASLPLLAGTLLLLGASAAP
# beta cell repl – inducers of beta-cell replication in MIN6 cells; 330,000 tested, 0.29% active; proliferation, % at 10 µM; MIN6 cells proliferation, ATPlite luminescence, 48 h; cells starved in 0.2% serum; 100% = growth in 10% serum;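 active means compounds whose signal lies at least 3.5 SD above the mean of all wells on their plate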;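 further: 0% = DMSO-treated cells in low-serum medium and 100% = 10% serum control; some compounds called inactive have numbers as strong as hits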
# mIAP act – mouse IAP activation | activation factor at 10 µM | 330,000 tested, 0.24% active | muIAP, CDP-Star luminescence, 30 min; stronger effect = higher value; 1 = vehicle-only enzyme signal, 0 = enzyme-free wells;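 active means activation factor of at least 2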; further: the source names both 10 and 20 µM as test concentration; values of inactives mirror those of a sister screen read the other way
#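 Assay system: mouse IAP enzyme; Reagent: CDP-Star chemiluminescent phosphatase substrate; Compound: DMSO-dissolved test compounds; Incubation: 30 min, room temperature; Technique: luminescence from enzymatic CDP-Star hydrolysis; Controls: DMSO-only wells and no-enzyme negative control.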
# tim10-1 inh – tim10-1 yeast growth inhibition. inhibition, % at 20 µM. AID 463190. 330,000 tested, 2.2% active. S. cerevisiae tim10-1 ts strain growth, BacTiter-Glo, 24 h;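 active means inhibition of at least 40%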;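 further: mutant grown at 25 °C; 0% = DMSO wells with yeast and 100% = wells holding no yeast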
# mIAP block – mouse IAP inhibition | inhibition, % at 10 µM | 330,000 tested, 0.2% active | AID 2806 | purified mouse IAP, CDP-Star luminescence, 30 min;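 active means inhibition of at least 40% at 10 µM in the primary screen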;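 further: plate controls were DMSO with enzyme for no effect and no enzyme wells for full effect; values of inactives mirror those of a sister screen read the other way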
# A3A deaminase – blocks human APOBEC3A ssDNA deamination; inhibition, % at 20 µM; recombinant A3A, FAM/TAMRA ssDNA deamination fluorescence; 330,000 tested, 0.41% active; P31941;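 active means at least 40% inhibition at 20 µM here, with at most 30% in a related deaminase screen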;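 further: plate controls were A3A with DMSO for no effect and wells lacking A3A enzyme for full effect; some results filed as inactive read as strong as hits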
# Target sequence (P31941 whole entry, looked up): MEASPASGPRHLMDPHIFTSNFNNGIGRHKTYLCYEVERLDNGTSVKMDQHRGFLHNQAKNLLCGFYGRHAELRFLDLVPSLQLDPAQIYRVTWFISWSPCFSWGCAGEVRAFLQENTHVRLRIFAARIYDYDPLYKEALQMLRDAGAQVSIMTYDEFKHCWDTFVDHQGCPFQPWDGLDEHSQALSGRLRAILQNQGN
# APOBEC3G inh – blocks human APOBEC3G single-stranded DNA deamination; 330,000 tested, 0.28% active; inhibition, % at 20 µM; recombinant A3G, ssDNA deamination FAM/TAMRA fluorescence; Q9HC16;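 active means inhibition of at least 40% at 20 µM, with no more than 30% in the related APOBEC3A deaminase screen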;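 further: plate controls were DMSO wells with A3G for no effect and wells lacking A3G enzyme for full effect; some compounds called inactive have numbers as strong as hits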
# Target sequence (Q9HC16 whole entry, looked up): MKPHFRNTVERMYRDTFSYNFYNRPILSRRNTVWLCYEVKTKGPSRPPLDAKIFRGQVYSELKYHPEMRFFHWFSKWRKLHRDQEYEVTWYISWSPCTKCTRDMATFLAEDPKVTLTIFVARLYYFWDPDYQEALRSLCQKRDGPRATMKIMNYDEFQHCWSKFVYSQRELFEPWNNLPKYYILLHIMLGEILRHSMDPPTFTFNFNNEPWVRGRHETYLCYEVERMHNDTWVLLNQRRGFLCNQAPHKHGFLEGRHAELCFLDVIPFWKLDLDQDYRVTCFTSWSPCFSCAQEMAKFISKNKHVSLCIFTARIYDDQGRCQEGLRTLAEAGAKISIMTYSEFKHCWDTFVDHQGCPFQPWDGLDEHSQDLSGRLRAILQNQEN
# TIM10 inh – growth inhibitors of TIM10 yeast strain; inhibition, % at 10 µM; 330,000 tested, 1.4% active; S. cerevisiae TIM10 strain growth, BacTiter-Glo luminescence, 24 h;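 active means inhibition of 40% or more at the single tested concentration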;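 further: wild-type TIM10 isogenic control strain grown at permissive 25 °C; 0% = DMSO yeast wells and 100% = minimal medium wells without yeast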
# Numbers without * were called inactive.
SMILES,NALP3 yeast inh,hIAP block,beta cell repl,mIAP act,tim10-1 inh,mIAP block,A3A deaminase,APOBEC3G inh,TIM10 inh
CNC(=O)COC(=O)[C@@H](Nc1ccc(S(=O)(=O)N2CCOCC2)cc1[N+](=O)[O-])C(C)C,16,7,-1,0.97,-7,3,0,-6,-3
CCc1nc(SCc2ccc(OC)cc2)n[nH]1,15,-29,-1,1,2,-1,-2,0,3
CCn1c(C)nc2cc(C(=O)NN=Cc3ccccc3OC(F)F)ccc21,6,0,2,1,-10,-1,2,-3,3
Cc1ccc(C2CC(=O)NC3=C2C(=O)CCC3)cc1Br (stereo not drawn),-2,-22,2,0.91,-3,9,5,2,0
COc1ccc(C(=O)O)cc1S(=O)(=O)N(C)CCc1cccnc1,20,-20,3,0.93,-31,7,-5,-10,-12
C/C(=N\NC(=O)c1cccc(S(=O)(=O)Nc2ccc(C)cc2C)c1)c1ccncc1,3,-4,-2,0.91,-5,9,-2,-7,-3
Cc1ccc(N2CCN(C3=NC(=O)C(Cc4ccccc4)S3)CC2)cc1 (stereo not drawn),14,8,-3,0.9,-12,10,-1,-6,3
COc1ccc([N+](=O)[O-])cc1NC(=O)CSc1nc(C)c(C)c(C)n1,-1,5,-1,0.94,4,6,3,-5,3
O=C(COc1ccc(Br)cc1)N1CCN(c2ccccc2)CC1,32,1,-4,1,19,-3,2,-3,-5
CN=C(Cc1ccccc1)C1=C(O)CC(C)(C)CC1=O,12,-15,2,0.97,11,2,0,-3,4
Cc1nn(-c2ccccc2)c(Cl)c1/C=N/NC(=O)CNC(=O)c1ccccc1Cl,-3,14,-5,0.96,25,4,-4,-7,19
Cc1ccccc1Cn1cc(S(=O)(=O)c2ccc(C(C)C)cc2)c(=O)c2cc3c(cc21)OCO3,1,23,0,0.97,16,3,2,-4,6
CC(C)N(C)C(=O)c1ccc(OC2CCN(CCc3ccccc3)CC2)cc1,12,-4,0,1.1,2,-7,5,4,-15
CCOc1ccc(S(=O)(=O)N2CCN(Cc3ccco3)CC2)cc1,24,-18,-3,0.92,9,8,-4,-7,-9
CCn1c(-c2cc3c(C(F)(F)F)nn(C)c3s2)n[nH]c1=S,2,4,1,1,14,0,-8,41*,4
Cc1ccccc1OCC(=O)NCc1ccccc1,-6,8,-2,0.9,24,10,4,-11,16
COc1ccc(CNc2nc(-c3ccccc3)nn2C(=O)c2cccs2)cc1,3,22,-4,0.89,9,12,1,-3,13
NS(=O)(=O)c1ccc(NC(=O)CSc2ncn[nH]2)cc1,3,16,-2,0.89,2,11,-3,-8,-1
C[C@H]1COC(=O)[C@H](Cc2ccc(F)cc2)C/C=C\C[C@@H](CC(=O)N(CCO)Cc2ccccc2)C(=O)N1,16,-18,-5,1.1,1,-7,0,-7,-1
COc1ccc(N(CC(=O)N2CCc3ccccc3C2)S(C)(=O)=O)cc1Cl,6,-22,-1,1.1,-1,-8,47*,6,-3
CSc1ncccc1C(=O)NC1CC(C)(C)Cc2c1cnn2-c1ccccc1C (stereo not drawn),2,-18,0,1,8,-4,-4,-6,0
CCOCCOC(=O)COc1ccc(N2C(=O)c3ccccc3C2=O)cc1,-2,-12,1,0.93,8,7,-3,-10,-12
CCn1nnc2cc(C(=O)Nc3cc(OC)cc(OC)c3)ccc21,23,-2,-2,0.88,-15,12,0,-6,-6
Cc1nc(N)sc1-c1csc(N(C)c2ccc(O)cc2)n1,7,3,-3,0.66,26,34,1,-2,11
CC(=O)c1ccc(NC(=O)C2CC(=O)N(Cc3ccccc3)C2)cc1 (stereo not drawn),-1,14,-3,1,15,-4,-1,-2,-6

# Entries listed so far that have an NH in an aromatic ring:
SMILES,NALP3 yeast inh,hIAP block,beta cell repl,mIAP act,tim10-1 inh,mIAP block,A3A deaminase,APOBEC3G inh,TIM10 inh
CCc1nc(SCc2ccc(OC)cc2)n[nH]1,15,-29,-1,1,2,-1,-2,0,3
CCn1c(-c2cc3c(C(F)(F)F)nn(C)c3s2)n[nH]c1=S,2,4,1,1,14,0,-8,41*,4
NS(=O)(=O)c1ccc(NC(=O)CSc2ncn[nH]2)cc1,3,16,-2,0.89,2,11,-3,-8,-1

# Additional compounds.
SMILES,NALP3 yeast inh,hIAP block,beta cell repl,mIAP act,tim10-1 inh,mIAP block,A3A deaminase,APOBEC3G inh,TIM10 inh
Cc1cc(C)nc(NS(=O)(=O)c2ccc(NC(=O)CCC3COc4ccccc4O3)cc2)n1 (stereo not drawn),4,-18,-1,1,8,-1,-1,0,8
CCOC(=O)c1ccc(N2C(=O)CC(SCC(N)C(=O)OCC)C2=O)cc1 (stereo not drawn),3,-3,0,1,29,-2,-2,-5,7
O=S(=O)(NCc1csc(-c2cccnc2)n1)c1cccs1,15,16,3,0.99,-7,1,-1,8,-5
COCCNC(=O)CCC(=O)NNc1nc2ccccc2c2nc(C)nn12,8,-14,-3,0.94,3,6,-5,-3,6
COc1ccccc1NC(=O)C(C)OC(=O)C1CC(=O)N(c2ccc3c(c2)OCCO3)C1 (stereo not drawn),12,-2,7,0.93,3,8,-2,-7,-9
COc1ccc(C(=O)C2CCN(C(=S)Nc3ccc(F)cc3)CC2)cc1,23,12,-3,0.96,8,4,-1,-1,5
COC(=O)CCCC1=CC2=CC(=O)C(C)(OC(=O)c3cccs3)C(=O)C2=CN1CCc1ccccn1 (stereo not drawn),8,-3,-5,1.1,5,-7,-5,-13,4
COc1ccc(/C=C2\CCCC(C(=O)C(F)(F)F)=C2O)cc1,0,-4,-5,0.98,40,2,1,-3,26
Cn1c(SCc2ccc(C(C)(C)C)cc2)nnc1C1COc2ccccc2O1 (stereo not drawn),21,-72,-4,0.98,12,2,0,-3,19
O=C(NNc1nc(-c2ccccc2)cs1)c1ccc(F)cc1,12,-2,-6,0.76,15,24,3,-1,4
Cn1c(N)c(S(=O)(=O)N2CCCC2)c(=O)n(C)c1=O,0,-19,-1,0.9,6,10,0,-8,5
CC(C)c1ccc(NC(=O)c2ccc3c(c2)C(=O)N(Cc2cccnc2)C3=O)cc1,13,-40,-4,1,8,-3,3,-2,-2
Cc1sc2ncnc(N3CCCCC3C)c2c1C (stereo not drawn),23,0,-4,1.1,42*,-7,-2,-5,6
COc1ccc(-c2nnc(SC(C)C(=O)Nc3ccc4c(c3)OCCO4)o2)cc1 (stereo not drawn),10,-7,-4,0.92,-16,8,8,-3,2
Cc1ccc(S(=O)(=O)N2[C@@H](c3ccc4c(c3)OCO4)C(C(=O)O)=C[C@H]2C(C)(C)C)cc1,9,2,2,1,13,-2,-8,-8,-3
NC(=O)CN(C/C=C/c1ccccc1)C/C=C/c1ccccc1,20,-16,-2,1,-17,-2,-8,-1,5
CCc1cccc(CC)c1N(COC)C(=O)Cn1cnc2ccccc21,7,-23,-1,1.1,11,-14,-3,-8,9
COc1ccc(C(C(=O)NC2CCCCC2)N(C(=O)c2ccco2)c2ccccc2C(C)=O)cc1 (stereo not drawn),-13,3,0,1,20,-2,0,1,-6
N=c1n(CCN2CCOCC2)c2ccccc2n1CC(=O)c1ccc(Cl)c(Cl)c1,35,6,-6,0.94,37,6,-3,-13,29
CC(CNC(=O)CCC(=O)N1CCOc2ccccc21)c1ccccc1 (stereo not drawn),4,-10,1,1.1,15,-14,-5,-5,5
COC(=O)c1cc2c(C(F)(F)F)nn(C)c2s1,12,-2,0,1.1,0,-6,-2,-3,-17
Cc1csc2c(C#N)c(=O)c3c(n12)CCC3,0,5,2,1.1,14,-11,8,6,7
CNC(=O)C1=C(C)NC(=S)NC1c1cccs1 (stereo not drawn),12,7,2,0.96,0,4,-1,-2,-6
COc1ccc(-c2cc(C(=O)N3CCCC3)no2)cc1,35,-4,-3,1,8,-4,-2,-2,-13
NC(=O)C1CCN(C(=O)CN(C2CCCCC2)S(=O)(=O)c2ccc(F)cc2)CC1,22,11,0,0.96,-12,4,0,-6,0
# Next section
SMILES,NALP3 yeast inh,hIAP block,beta cell repl,mIAP act,tim10-1 inh,mIAP block,A3A deaminase,APOBEC3G inh,TIM10 inh
COc1cc([N+](=O)[O-])ccc1NC(=S)Nc1cccc(C(=O)O)c1,17,10,0,0.96,9,4,-2,-6,3
Cc1cc([N+](=O)[O-])ccc1N=Nc1c(N)[nH]n(-c2ccccc2)c1=O,4,32,-3,0.81,3,19,0,-5,5
CC1CCCC(C)N1CC(C)(C)NS(=O)(=O)c1ccc(Cl)cc1 (stereo not drawn),-9,-1,2,1,1,0,-1,-2,-10
Cc1nc(NC(=O)C2CC2)sc1C(=O)Nc1ccccc1Cl,21,-6,1,0.99,28,1,-4,-9,30
c1ccc(C2(CNc3ccccn3)CCCC2)cc1,-21,2,-3,0.97,4,3,0,-1,-12
Cc1cc(=O)c2cc(C(=O)c3ccccc3)ccc2[nH]1,5,6,3,1,-1,0,-2,-7,15
O=S(=O)(Cc1ccco1)Cc1nc(-c2ccc(Cl)cc2)cs1,20,-22,-2,1,13,-1,-2,-2,1
COc1ccc(C2C(C#N)=C(N)OC3=C2C(=O)CCC3)cc1OC (stereo not drawn),1,7,-1,1,1,-1,-4,-5,4
COc1ccc(CCNC(=O)[C@@H]2C[C@H]2c2ccccc2)cc1OC,8,-13,-1,1.1,12,-6,-3,-4,0
CCC(=O)Nc1cccc(NC(=O)c2cccc([N+](=O)[O-])c2)c1,12,13,-2,0.93,11,7,0,-7,-5
Cc1cc(C)c2c(N)c(S(=O)(=O)c3ccccc3)sc2n1,42,-7,1,0.94,18,6,-4,-6,18
CN(CC(=O)Nc1ccc(F)c(F)c1F)C(=O)c1ccc(N2CCCC2=O)cc1,8,1,3,1,-4,-2,5,1,-10
O=C(NCc1ccco1)C1CC(c2ccc(Cl)c(Cl)c2)=NO1 (stereo not drawn),27,4,-4,0.94,-9,6,1,-5,-8
O=C(CCc1nc2ccccc2c(=O)[nH]1)Nc1ccc(F)c([N+](=O)[O-])c1,-8,-10,-2,0.99,3,1,2,6,-2
Cc1ccc(NC(=O)CCNS(=O)(=O)c2ccc3[nH]c(=O)oc3c2)c(Cl)c1,10,13,-1,0.41,15,59*,-8,-10,-6
Cc1cc(C)c2c(c1)/C(=C/C(=O)c1ccc(Br)s1)C(=O)N2,22,22,-6,0.93,78*,7,-3,-5,76*
O=C(Cn1cc(C(F)(F)F)ccc1=O)N/N=C/c1ccc(Cl)cc1,11,-14,-1,0.96,8,4,-2,-2,-11
COc1cc(S(=O)(=O)N(Cc2ccccn2)Cc2ccco2)ccc1-n1cnnn1,3,-14,0,1,21,0,-6,-8,23
COc1ccccc1N1CCN(C(=O)C(Cc2ccccc2)NC(=O)C2CCCCC2)CC1 (stereo not drawn),19,-8,2,1,23,-2,3,1,23
CC(C)CC(c1nnnn1Cc1ccco1)N1CCN(c2cccc(Cl)c2)CC1 (stereo not drawn),15,-1,-2,1.1,30,-9,7,5,28
CCN(C(=O)COC(=O)CCC(=O)c1ccccc1)c1c(N)n(Cc2ccccc2)c(=O)[nH]c1=O,-4,12,1,1.1,1,-9,-3,-5,9
Cc1cc(NC(=O)c2ccc(N(C)S(=O)(=O)c3ccccc3)cc2)no1,4,17,3,1,4,-4,3,-3,-20
COc1ccc(OCCn2cc(/C=N/NC(=O)c3ccncc3)c3ccccc32)cc1,13,5,4,0.89,38,11,2,1,28
COc1cccc(Sc2ccccc2CN(C)C)c1,4,-5,0,0.89,5,11,0,-4,-3
O=C1c2ccccc2NC(c2ccccn2)N1NS(=O)(=O)c1ccccc1 (stereo not drawn),9,4,-1,1,1,0,-5,-11,13
CC(C)=C1C2C=CC1C(C(=O)Nc1cc(C)ccc1C)C2C(=O)O (stereo not drawn),4,-10,-1,0.95,19,5,-3,-3,17
